Source: PubChem BioAssay
STK33 inh = inhibitors of human STK33 kinase; inhibition, % at 10 µM; AID 2661; Q9BYT3; purified STK33, MBP phosphorylation, ADP-Glo luminescence; 0.073% of 320,000 active;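 active means inhibition at or above 25%, using the most active replicate where run in duplicate; inactive means inhibition below 25%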
Target sequence (Q9BYT3 whole entry, looked up): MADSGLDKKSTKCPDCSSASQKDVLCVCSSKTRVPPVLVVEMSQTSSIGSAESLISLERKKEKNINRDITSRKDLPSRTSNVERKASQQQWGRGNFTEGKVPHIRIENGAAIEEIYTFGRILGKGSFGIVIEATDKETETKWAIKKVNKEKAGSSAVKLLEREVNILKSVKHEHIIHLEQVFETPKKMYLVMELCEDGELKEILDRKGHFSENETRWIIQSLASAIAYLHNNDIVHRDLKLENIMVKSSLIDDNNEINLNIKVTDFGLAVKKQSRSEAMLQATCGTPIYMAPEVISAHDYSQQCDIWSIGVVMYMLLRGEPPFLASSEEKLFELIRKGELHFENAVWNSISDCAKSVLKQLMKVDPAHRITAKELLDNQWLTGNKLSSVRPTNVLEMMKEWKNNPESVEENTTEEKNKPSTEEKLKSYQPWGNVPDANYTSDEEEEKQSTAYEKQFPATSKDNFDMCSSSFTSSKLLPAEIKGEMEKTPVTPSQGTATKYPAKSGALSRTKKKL
CHT PAM = human CHT allosteric activation; Q9GZV3; CHT-expressing cells, membrane potential dye, choline EC20; stronger effect = higher value; LV-AA mutant CHT in HEK293 cells; B-score at 10 µM; 0.49% of 310,000 active; AID 488977;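 active means initial fluorescence not abnormally high and integrated response B-score, plate-corrected, over 3 SD above library mean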
Target sequence (Q9GZV3 whole entry, looked up): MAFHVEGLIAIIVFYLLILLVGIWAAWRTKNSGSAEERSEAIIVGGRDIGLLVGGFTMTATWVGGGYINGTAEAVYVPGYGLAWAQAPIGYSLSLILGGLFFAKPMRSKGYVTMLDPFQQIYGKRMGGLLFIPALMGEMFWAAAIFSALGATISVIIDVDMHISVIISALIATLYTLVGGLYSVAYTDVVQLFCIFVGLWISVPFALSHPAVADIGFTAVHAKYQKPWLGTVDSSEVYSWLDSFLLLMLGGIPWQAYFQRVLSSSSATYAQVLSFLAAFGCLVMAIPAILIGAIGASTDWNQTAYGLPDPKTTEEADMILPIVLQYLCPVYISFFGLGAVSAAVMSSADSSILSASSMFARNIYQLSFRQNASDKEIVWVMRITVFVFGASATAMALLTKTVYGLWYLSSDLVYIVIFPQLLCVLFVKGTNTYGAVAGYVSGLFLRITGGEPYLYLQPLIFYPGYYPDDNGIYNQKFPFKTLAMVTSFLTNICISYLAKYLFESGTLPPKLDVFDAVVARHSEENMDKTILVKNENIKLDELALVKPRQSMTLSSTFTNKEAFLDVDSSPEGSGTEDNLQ
CHT inh = human CHT choline transport inhibition; 0.86% of 310,000 active; Q9GZV3; CHT-expressing cells, membrane potential dye, choline response; stronger effect = lower value; B-score at 10 µM;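 active means B-score over 3 SD under the library average, and starting fluorescence ratio not unusually high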;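 further: choline stimulus applied at its EC90 after an EC20 pre-addition; B-score computed on integrated fluorescence ratio after choline addition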
Numbers without * were called inactive; i = inactive; / = no result given.

The opening 3 entries, to show the layout:
SMILES	STK33 inh	CHT PAM	CHT inh
O=C1c2c(O)cc(O)cc2O[C@@]12c1c(cc(O)c3c1O[C@H](c1ccc(O)cc1)[C@@H](O)C3)O[C@@H]2c1ccc(O)cc1	11	i	i
O=S(=O)(NC1CC1)c1ccc(F)c(F)c1	-5.0	i	i
Cc1ccc(S(=O)(=O)N2CCOCC2)cc1C(=O)NCc1ccco1	-0.5	i	i

Results, previewed entries included:
SMILES	STK33 inh	CHT PAM	CHT inh
O=C1c2c(O)cc(O)cc2O[C@@]12c1c(cc(O)c3c1O[C@H](c1ccc(O)cc1)[C@@H](O)C3)O[C@@H]2c1ccc(O)cc1	11	i	i
O=S(=O)(NC1CC1)c1ccc(F)c(F)c1	-5.0	i	i
Cc1ccc(S(=O)(=O)N2CCOCC2)cc1C(=O)NCc1ccco1	-0.5	i	i
COc1ccc(OC)c(C(=O)CSc2nnc(-c3cccs3)o2)c1	-1.2	i	i
COc1ccc(C(=O)Nc2cc(C(=O)NCCc3ccccc3)ccc2Cl)cc1	-1.0	i	i
COc1ccc(NC(C)=O)cc1NC(=O)CN1CCN(C2c3ccccc3-c3ccccc32)CC1	-0.5	i	i
CCCOc1ccc(-c2c(C(=O)N/N=C/c3ccc(OCC)cc3)nnn2-c2nonc2N)cc1	-0.4	i	i
O=C(Nc1ccc2c(c1)CCC2)c1cc(=O)[nH]c2ccccc12	0.8	i	i
CCOC(=O)c1c(NC(=O)CSc2ncccn2)sc2c1CC(C)(C)NC2(C)C	-0.9	i	i
CN(C(=O)c1ccc(S(=O)(=O)N2CCCC2)cc1)C1CCS(=O)(=O)C1 (stereo not given)	-1.1	i	i
CSc1nc2ccccc2n1CC(=O)Nc1ccccc1	-0.8	i	i
Cc1ccc(-c2noc(CNCCCN(C)C)n2)cc1	-2.4	i	i
O=C(CN1CCc2cc3c(cc2C1)OCCCO3)Nc1cccc([N+](=O)[O-])c1	1.0	i	i
CCOC(=O)CSc1nc2ccccc2n1C(=O)OCC	0.0	i	i
CCOP(=O)(OCC)C(Nc1cccc(C)c1)c1ccc(F)cc1 (stereo not given)	2.1	i	i
N/C(=N\OC(=O)CCc1ccccc1)c1ccccc1Cl	-0.8	i	i
S=c1[nH]nc(-c2ccccn2)n1/N=C/c1ccco1	-1.6	i	i
CC[C@@]12C(=O)N(c3cccc(F)c3)C(=O)N1[C@H](c1cccc(C)c1)[C@@H]1C(=O)N(Cc3ccccc3)C(=O)[C@@H]12	0.1	i	i
Oc1ccc(-c2cnc(-c3ccc(O)cc3)nc2)cc1	-0.3	i	i
Cc1cccc(-n2c(C)nc3ccsc3c2=O)c1	0.8	i	i
Cn1c(=O)c(=O)n(C)c2cc(N3CCOCC3)c(NS(=O)(=O)c3ccc(F)c(Cl)c3)cc21	-1.8	6.6*	i
CCc1ccc(N=CC2=C(O)CC(c3ccco3)CC2=O)cc1 (stereo not given)	-1.0	i	i
COc1ccc(-c2n[nH]c(=S)n2N)c(OC)c1	0.7	i	i
Cc1noc(/C=C/N(C)C)c1S(=O)(=O)N1CCCC(C(=O)NCCC2=CCCCC2)C1 (stereo not given)	0.1	i	i
O=C(O)CCCC(=O)Nc1cccc(C(F)(F)F)c1	-1.3	i	i
O=P1(O)C=C(c2ccccc2)NC(c2ccccc2)=C1	-0.2	i	i
Cc1nn(CC(=O)NCCCN2CCC(N3CCCCC3)CC2)c(=O)c2cc(-c3ccccc3)nn12	0.4	i	i
Cc1cc(NC(CC(C)C)C(=O)O)nc(Cc2ccccc2)n1 (stereo not given)	-4.0	i	i
COC(=O)N/N=C/c1ccc(OC(=O)/C=C/c2ccco2)cc1	-2.1	i	i
CCCCn1c(=O)c(CCC(=O)OCC(=O)Nc2ccc(C)c(Cl)c2)nc2ccccc21	-0.8	i	i
CCCCC(CC)C1OCC(CN2CCCC2)O1 (stereo not given)	-0.1	i	i
Cc1ccc(S(=O)(=O)N2CCOCC2)cc1NC(=O)COC(=O)C1=COCCO1	-0.9	i	i
CCOC(=O)CNC(=O)Cn1cnc2c(cnn2-c2ccc(C)cc2)c1=O	-0.4	i	i
Cc1ccc(C(=O)N/N=C/c2ccc3c(c2)OCO3)o1	1.4	i	i
CCc1cccc(NC(=O)CCC(=O)O)c1	-0.7	i	i
Cn1c(=O)c2c(nc(CN3CCC(C(N)=O)CC3)n2CCc2ccccc2)n(C)c1=O	-1.7	i	i
CCOC(=O)c1c(C)[nH]c(C(=O)OCc2ccc(C)cc2)c1C	0.2	i	i
CC(C)c1ccc(Nc2ncccc2C#N)cc1	1.3	i	i
c1ccc(-c2onc3c2CCCC3)cc1	-0.2	i	i
COc1ccc(N2CCN(C(=O)COC(=O)Cc3c(F)cccc3Cl)CC2)cc1	1.3	i	i
COc1cccc(/C=N/NC(=O)c2ccc(=O)[nH]n2)c1O	-0.3	i	i
Cc1onc(-c2ccc(Cl)cc2)c1-c1ccnn1S(=O)(=O)c1ccc(Cl)cc1	-1.4	i	i
Cc1ccc(Oc2ccc(OCC(=O)NC3CCS(=O)(=O)C3)cc2)cc1 (stereo not given)	2.4	i	i
CCC(=O)OCCn1c(=O)c2cc3c(=O)n(CCOC(=O)CC)c(=O)c3cc2c1=O	0.5	i	i
CCCC(c1nnnn1CS(=O)(=O)c1ccc(C)cc1)N1CCN(CC)CC1 (stereo not given)	-0.9	i	i
NC(=O)C1Cc2ccccc2CN1S(=O)(=O)c1ccc(Cl)s1 (stereo not given)	-1.3	i	i
COC(=O)c1ccccc1NC(=O)C1CCCCC1C(=O)O (stereo not given)	-0.6	i	i
N#CC(C(=O)NCc1ccco1)c1nc2ccccc2nc1N1CCOCC1 (stereo not given)	-0.5	i	i
CCCc1cc(=O)oc2cc(C)cc(OC(C)C(=O)NCCCn3ccnc3)c12 (stereo not given)	-0.6	i	i
Cc1nc2nc(SCC(=O)c3cccc([N+](=O)[O-])c3)[nH]c2cc1Br	-0.5	i	i

Other results follow.
SMILES	STK33 inh	CHT PAM	CHT inh
CCC1CCCCN1CCCNC(=O)COc1cc(=O)n(C)c2ccccc12 (stereo not given)	-1.3	i	i
O=C(O)c1ccc(NS(=O)(=O)/C=C/c2ccccc2)cc1O	-1.3	i	i
O=C(CCN1C(=O)CSC1=O)Nc1ccc(Br)cc1	0.4	i	i
S=C(NCc1cccnc1)Nc1ccc2c(c1)OCO2	-0.1	i	i
O=S(=O)(Nc1ncccn1)c1ccc(NC(=S)Nc2ccccc2)cc1	-1.0	i	i
CCc1ccc(NC(=O)CC2C(=O)N(c3ccc(C)cc3)C(=O)N2C2CC2)cc1 (stereo not given)	-0.2	i	i
Cc1cc(NC(=O)CCC2CCCC2)no1	0.8	i	i
CC(NC(=O)c1ccccc1)C(=O)OCC(=O)c1ccc(Br)cc1 (stereo not given)	-1.4	i	i
Cc1ccc(OCC(O)CN2CCN(CCO)CC2)c(C)c1 (stereo not given)	-0.8	i	i
COC(=O)c1c(NC(=O)CC2SC(N)=NC2=O)sc2c1CCC(C)C2 (stereo not given)	-0.4	i	i
CCN1CCCC1CNC(=O)CSc1cc(=O)n(C)c2cc(Cl)ccc12 (stereo not given)	-0.1	i	i
CO/N=C/NC(=O)c1ccc([N+](=O)[O-])c(CS(=O)(=O)c2ccc(Cl)cc2)c1	-1.0	i	i
COc1cccc(CCNC(=O)CC2C(=O)NCCN2Cc2ccc(C)o2)c1 (stereo not given)	-0.6	i	i
CC(=O)Nc1ccc(S(=O)(=O)N2CCC(NC(=O)C(Cc3cccn3C)NC(C)=O)CC2)cc1 (stereo not given)	-0.2	i	i
O=C(OC1CCCCC1=O)c1cc(S(=O)(=O)N2CCOCC2)ccc1F (stereo not given)	-1.2	i	i
O=C(CCn1c2c(c3ccccc31)CCCC2)NNC(=O)c1ccc(Cl)c([N+](=O)[O-])c1	2.3	i	i
O=[N+]([O-])c1ccc(N2CCN(C(=S)Nc3cccc(F)c3)CC2)cc1	0.1	i	i
COc1ccc(C2CC(c3cccs3)=NN2C(=O)CCC(=O)O)cc1 (stereo not given)	-1.3	i	i
COc1cccc(/C=C2/C(=O)NN(c3ccc(Br)cc3)C2=O)c1O	0.6	i	-6.9*
CCOc1cc(/C=N\NC(=O)c2ccc(NC(=O)C(C)(C)C)cc2)ccc1OC(=O)c1cccc(C)c1	-0.9	i	i
CCn1nnnc1SCC(=O)Nc1ccc(OCc2ccccc2)cc1	2.8	i	i
CCOC(=O)c1c(NC(=O)CN2C(=O)NC3(CCC(C)CC3)C2=O)sc(C(=O)N(C)C)c1C (stereo not given)	-0.1	i	i
Cc1ccc(NC(=O)COc2coc(CN3CCc4ccccc43)cc2=O)cc1Cl	/	i	i
CSc1ccc(C(=O)C2CCCN(C(=O)Cc3nonc3C)C2)cc1 (stereo not given)	0.0	i	i
CCc1ccc(NC(=O)CCn2c(=O)oc3ccccc32)cc1	-0.5	i	i
CCc1ccc2oc(C(=O)Nc3cccnc3)c(C)c2c1	-2.5	i	i
Oc1ccccc1C1=Nc2nc3ccccc3n2C(c2ccccc2)C1 (stereo not given)	5.7	i	i
COc1ccc(CC(=O)NCc2n[nH]c(=S)n2-c2ccccc2OC)cc1	-0.6	i	i
O=C(CCc1ccccc1)Nc1ccc2c(c1)OCO2	-1.8	i	i
N#C/C(=C\c1cccnc1)c1ccccc1[N+](=O)[O-]	0.3	i	i
O=C(O)COc1ccc(Cl)cc1CO	-0.2	i	i
CN(C)C1=NC[C@H](Cc2ccccc2)N1CCCC1CCCCC1	-0.8	i	i
CC1(C)Cc2c(sc3nnn(Cc4ccccc4)c(=O)c23)CO1	1.0	i	i
O=C(CSCc1c(F)cccc1Cl)NCC1CCCO1 (stereo not given)	/	i	i
Cc1cccc(NNC(N)=S)c1C	-0.3	i	i
COCc1cc(C)nc(SCc2ccc(Br)cc2)c1C#N	-1.1	i	i
COc1ccc2[nH]c(=O)c(CN(C(C)=O)c3ccc(C)cc3C)cc2c1	-0.9	i	i
CCN(CC)C(=O)Cc1ccccc1	0.3	i	i
CC(C)(C)C(=O)Nc1cccc(-c2ncon2)c1	-1.2	i	i
CCCCC(=O)Nc1ccc(N2CCN(C(=O)c3ccco3)CC2)cc1	0.1	i	i

Compound profiles, as listed above. Screens in order: STK33 inh | CHT PAM | CHT inh
`O=C(CSCc1c(F)cccc1Cl)NCC1CCCO1` (stereo not given) as listed: / | i | i
`CCCCC(=O)Nc1ccc(N2CCN(C(=O)c3ccco3)CC2)cc1` as listed: 0.1 | i | i

(cont.)
SMILES	STK33 inh	CHT PAM	CHT inh
Cc1ccc(-n2nc(C)c(C(C)(O)C(F)(F)F)c2N)cc1 (stereo not given)	-1.1	i	i
CCC(=O)Nc1cccc(NC(=O)CSc2nnc(C(C)C)n2CC)c1	-3.6	i	i
COc1c(N2CCN(C(=S)Nc3ccccc3F)C(C)C2)c(F)cc2c(=O)c(C(=O)O)cn(C3CC3)c12 (stereo not given)	-0.6	i	i
N#CCCN(Cc1cccnc1)C(=S)NCc1ccco1	-0.7	i	i
CNS(=O)(=O)c1cccc(C(=O)OCC(=O)c2cc3ccccc3o2)c1	-0.7	i	i
CSc1cnc2c(=O)[nH]c(=O)n(C)c2n1	-0.4	i	i
O=C(C[n+]1ccc(C(=O)NCc2ccccc2)cc1)c1ccc(Cl)cc1	1.7	i	i
CN(Cc1ccccc1)S(=O)(=O)c1ccc(S(=O)(=O)N(Cc2ccc(F)cc2)C2CCCC2)cc1	-0.7	i	i
N#CC(C#N)=Cc1cc2ccccc2nc1N1CCOCC1	0.1	i	i
CC(=O)Nc1ccc(NC(=O)C(=O)NCC(c2ccco2)N2CCc3ccccc3C2)cc1 (stereo not given)	3.2	i	i

7 entries already listed, arranged by molar mass, highest first:
SMILES	STK33 inh	CHT PAM	CHT inh
COc1c(N2CCN(C(=S)Nc3ccccc3F)C(C)C2)c(F)cc2c(=O)c(C(=O)O)cn(C3CC3)c12 (stereo not given)	-0.6	i	i
CN(Cc1ccccc1)S(=O)(=O)c1ccc(S(=O)(=O)N(Cc2ccc(F)cc2)C2CCCC2)cc1	-0.7	i	i
CCC(=O)Nc1cccc(NC(=O)CSc2nnc(C(C)C)n2CC)c1	-3.6	i	i
CNS(=O)(=O)c1cccc(C(=O)OCC(=O)c2cc3ccccc3o2)c1	-0.7	i	i
N#CCCN(Cc1cccnc1)C(=S)NCc1ccco1	-0.7	i	i
Cc1ccc(-n2nc(C)c(C(C)(O)C(F)(F)F)c2N)cc1 (stereo not given)	-1.1	i	i
CSc1cnc2c(=O)[nH]c(=O)n(C)c2n1	-0.4	i	i

Continuation.
SMILES	STK33 inh	CHT PAM	CHT inh
N#Cc1ccc(-c2csc(NC(=O)C3CC3)n2)cc1	2.0	i	i
CCOC(=O)/C(C)=N/Nc1nc(-c2ccc(NC(C)=O)cc2)cs1	-1.3	i	i
COc1cc2c(cc1OC)CN(C(=O)c1ccc([N+](=O)[O-])o1)CC2	-5.9	i	i
CCOc1ccc(NC(=O)CCN2C(=O)c3cccc([N+](=O)[O-])c3C2=O)cc1	-1.1	i	i
C=CCSc1nc2ccccc2c(=O)n1Cc1ccccc1	-2.1	i	i
CC(=O)N=c1sc(C(C)(C)C)c(C)n1C	-0.9	i	i
COc1ccc2oc(=N)c(C(=O)Nc3ccc(F)cc3)cc2c1	0.8	i	i
CS(=O)(=O)N1CCN(c2ccc(NC(=O)COc3ccccc3)cc2)CC1	-1.9	i	i
Nc1c(C(=O)c2ccccc2)oc2ccccc12	0.4	i	i
CC(C(=O)N1CCCCCC1)N(c1ccc(Cl)cc1)S(C)(=O)=O (stereo not given)	0.2	i	i
COc1cc(C2CC(=O)c3cnc(NC(=O)COc4ccccc4)nc3C2)cc(OC)c1OC (stereo not given)	-1.5	i	i
Brc1ccccc1OCCCN1CCCC1	-1.0	i	i
CN1CCN(CCC(=O)N/N=C/c2cc([N+](=O)[O-])ccc2OC(F)F)CC1	-0.8	i	i
